Source: PubChem
TR SRC2 fluor cs: alters Texas Red total fluorescence, flagging assay interference. TRb/SRC2 Texas Red total fluorescence interference. Potency, µM (titrated, usually from 106 µM), for the others: at the top dose fluorescence change, negative = quenching. AID 1479. 0.29% of 280,000 active; active means well fitted curve in either direction with a large enough effect; inconclusive means small, poorly fitted or top-dose-only effect
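Flags fluorescent or light-absorbing compounds by total fluorescence, S + 2P, at 555 nm excitation and 632 nm emission. Mixture: 20 nM Texas Red SRC2 peptide, 0.6 uM human TRb LBD, 1 uM T3, 5% DMSO; compound exposure 5 h at ambient temperature.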
Tau fluor counter: counter-screen for tau fibril formation inhibitors; tau K18 P301L Alexa594 fluorescence, heparin fibrillization; Potency, µM (highest dose often 57.7 µM), without a hit: at the top dose activity change, negative = decrease; 0.93% of 280,000 active; AID 1463; further: nearly all actives have a fitted effect of over 55% in size
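Human K18 P301L tau (15 uM unlabeled plus 0.24 uM Alexa 594-labeled, final) in 100 mM sodium acetate pH 7 was mixed with compound and 20 uM heparin and incubated 6 hr at 37 C.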
Tau fibril FP: inhibitors of human tau fibril formation; P10636; K18 P301L tau heparin fibrillization, Alexa594 FP, 6 h; Potency, µM (titrated, usually from 57.7 µM), for inactives: at the highest dose activity, negative = inhibition, most hits filed as inhibitors; 0.39% of 280,000 active; AID 1468; further: nearly all actives have a fitted effect of over 55% in size
Target sequence (P10636 561-689 P618L limits assumed): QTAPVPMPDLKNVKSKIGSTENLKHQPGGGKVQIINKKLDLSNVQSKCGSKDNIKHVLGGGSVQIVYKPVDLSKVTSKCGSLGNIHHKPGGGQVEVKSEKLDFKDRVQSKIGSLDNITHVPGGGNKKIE
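Steps: dispense K18 P301L tau (15 uM plus 0.24 uM Alexa 594 tracer, final) in pH 7 sodium acetate; add compound; add heparin (20 uM final); incubate 6 hr, 37 C; add ThT (30 uM final); after 1 hr ambient, read FP.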
Tau ThT inhib: blocks human tau fibril formation measured by thioflavin T. P10636. recombinant tau K18 P301L, heparin-induced fibrillization, ThT fluorescence. Potency, µM (titrated, usually from 57.4 µM), for the others: at the top dose activity, negative = inhibition, usual class: inhibitors. 2.1% of 270,000 active; further: nearly all actives have a fitted effect of over 55% in size
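Fibril formation assay: tau K18 P301L at 15 uM with trace Alexa 594 label, heparin inducer 20 uM, pH 7 sodium acetate buffer, 37 C for 6 hr; endpoint ThT signal.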
aGal spleen mod: alpha-galactosidase A (human) modulation; 0.008% of 240,000 active; P06280; human spleen homogenate, 4MU-alpha-Gal fluorescence, 40 min; AID 2107; Potency, µM (series often up to 80 µM), inactives show at the top dose activity change, negative = inhibition, usual class: inhibitors;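 further: 0% = enzyme with vehicle and -100% = no enzyme basal signal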
Target sequence (P06280 32-429 limits assumed): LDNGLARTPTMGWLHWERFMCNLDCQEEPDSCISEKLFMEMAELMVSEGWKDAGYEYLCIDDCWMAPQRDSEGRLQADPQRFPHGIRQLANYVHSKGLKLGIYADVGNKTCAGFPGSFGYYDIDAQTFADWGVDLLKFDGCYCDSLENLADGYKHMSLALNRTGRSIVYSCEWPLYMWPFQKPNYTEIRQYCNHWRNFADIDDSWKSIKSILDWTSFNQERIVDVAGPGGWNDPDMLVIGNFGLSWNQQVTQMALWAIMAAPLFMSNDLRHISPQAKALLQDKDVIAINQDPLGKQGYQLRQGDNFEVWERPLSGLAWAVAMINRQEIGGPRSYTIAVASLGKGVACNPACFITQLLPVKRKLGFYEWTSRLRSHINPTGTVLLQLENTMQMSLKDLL
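qHTS titration in buffer at pH 5.0. Alpha-galactosidase activity in spleen homogenate was measured via 4-methylumbelliferone release from 1 mM fluorogenic substrate after 40 min at 37C and a pH 10 stop. AC50 came from Hill fits of control-normalized data.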
TRb-SRC2 inh: TRbeta-SRC2 interaction inhibition | TRbeta-SRC2 peptide binding, fluorescence polarization; receptor liganded with 1 µM T3 | Potency, µM (top dose mostly 106 µM), for the others: at the top dose activity change, negative = inhibition, most hits filed as inhibitors | 0.065% of 280,000 active | AID 1469;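 further: plate controls were bound peptide for no effect and peptide without receptor for full effect; nearly all actives have a fitted effect of over 50% in size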
Target sequence (P10828 whole entry, looked up): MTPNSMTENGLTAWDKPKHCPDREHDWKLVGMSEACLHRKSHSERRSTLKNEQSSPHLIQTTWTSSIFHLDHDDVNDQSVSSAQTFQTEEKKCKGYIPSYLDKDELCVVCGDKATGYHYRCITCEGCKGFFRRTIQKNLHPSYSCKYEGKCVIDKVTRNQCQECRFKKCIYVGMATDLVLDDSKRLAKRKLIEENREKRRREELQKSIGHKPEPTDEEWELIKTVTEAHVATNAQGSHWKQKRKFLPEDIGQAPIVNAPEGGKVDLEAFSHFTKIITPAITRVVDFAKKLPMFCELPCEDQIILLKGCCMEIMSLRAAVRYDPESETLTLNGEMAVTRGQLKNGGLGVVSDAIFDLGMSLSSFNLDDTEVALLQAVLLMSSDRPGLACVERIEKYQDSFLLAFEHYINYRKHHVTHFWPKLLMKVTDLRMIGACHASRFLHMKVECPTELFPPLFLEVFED
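Read-out is fluorescence polarization (555 nm excitation, 632 nm emission) of a Texas Red SRC2 coactivator peptide; loss of signal reflects blocked binding to human TRb ligand-binding domain in the presence of 1 uM T3.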
L3MBTL1 block: blocks human L3MBTL1 | Q9Y468 | AlphaScreen L3MBTL1–H3K9me1 peptide binding | Potency, µM (series often up to 57.1 µM), inactives show top-dose activity, negative = inhibition, usual class: inhibitors | 0.66% of 230,000 active | AID 485360; further: nearly all actives have a fitted effect of over 60% in size
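L3MBTL1 (50 nM) pre-complexed 30 min with biotinylated H3(1-15)K9me1 peptide (75 nM), then compounds added for 30 min at room temperature; AlphaScreen streptavidin donor/nickel chelate acceptor beads (10 ug/mL final) read after 30 min dark incubation.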
ALDH1A1 inh: ALDH1A1 (human) enzyme inhibition; P00352; Purified ALDH1A1, NADH fluorescence, propionaldehyde substrate; Potency, µM (doses to about 75.3 µM), without a hit: top-dose activity, negative = inhibition, actives largely listed as inhibitors; 7.3% of 220,000 active; active means well fitted inhibition curve with a large enough effect, not every such curve was filed as active; inconclusive means small, poorly fitted or top-dose-only effect, or another doubt; inactive means no such curve, though single readings can be large or run the other way;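 further: plate controls were no enzyme wells and a reference inhibitor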
* hit, by the source's call; ? = inconclusive; / = no result given; & = joins results of further samples; [ ] = another dose, or the depositor's remark. Unless noted, the call rests on the fitted dose curve; in most records, active means well fitted curve in the direction sought with a large enough effect; inconclusive means small, poorly fitted or top-dose-only effect, or another doubt; inactive means no such curve, though single readings can be large; an effect the other way counts as inactive or inconclusive. Unless noted, on the % scale 0 is the no-effect control and ±100 the full control effect; potency means the concentration at half of the fitted maximal effect.

entry	Structure	TR SRC2 fluor cs	Tau fluor counter	Tau fibril FP	Tau ThT inhib
1	CC(NS(=O)(=O)c1ccc(Br)cc1)C(=O)NCCc1ccccc1 (centres undefined)	-3%	-20%	?	-15%
2	CCN(CC)S(=O)(=O)c1ccc(C)c(NC(=O)Cn2c(=O)cnc3ccccc32)c1	?	-16%	15%	-6%
3	COc1ccccc1-c1cc(C(=O)NN)[nH]n1	-8%	14%	3%	/
4	CC1(C(=O)O)Sc2[nH]c(=O)sc2C2c3ccccc3OC(=O)C21 (centres undefined)	4%	3%	6%	-9%
5	CSc1ccc(CN2CCN(Cc3ccc([N+](=O)[O-])cc3)CC2)cc1	-1%	-21%	0%	-18%
6	COc1ccc(/C(N)=N/OC(=O)Oc2ccccc2)cc1	1%	3%	6%	-2%
7	CCOCCCNC(=O)C(c1ccc(C)cc1)N1CCOCC1 (centres undefined)	-5%	4%	2%	1%
8	Cc1ccc([N+](=O)[O-])cc1/C=N/Nc1nnnn1-c1ccccc1	-2%	-5%	0%	-4%
9	COc1ccc(C(=O)CC(=O)O)c2c1C=CC(C)(C)O2	1%	6%	8%	4%
10	COc1ccccc1OCC(=O)NCCC1=CCCCC1	1%	7%	7%	-1%
11	N#C/C(=C(/O)COC(=O)c1ccccc1O)c1nc2ccccc2s1	3%	?	5%	?
12	N#CC1=C(N)Oc2n[nH]c(-c3cccs3)c2C1c1cccnc1 (centres undefined)	-3%	-18%	?	?
13	COc1cccc(NC(=O)CCNS(=O)(=O)c2ccc3c(c2)oc(=O)n3C)c1	2%	0%	-2%	2%
14	COc1ccc(N2CCN(C(=O)COc3ccccc3)CC2)cc1	0%	-16%	-1%	-12%
15	CCN1C(=O)/C(=C2/Sc3ccccc3N2CCCS(=O)(=O)O)SC1=S	1%&-3%	-2%&-6%	-4%&-7%	?

entry	aGal spleen mod	TRb-SRC2 inh	L3MBTL1 block	ALDH1A1 inh
1	-12%	-2%	-1%	-14%
2	1%	-3%	3%	?
3	4%	-9%	/	/
4	6%	19%	-10%	?
5	-16%	-2%	-5%	-12%
6	2%	2%	/	7%
7	-1%	-5%	6%	4%
8	6%	0%	/	2%
9	-6%	-20%	2%	-7%
10	-5%	-1%	1%	-5%
11	3%	9%	-5%	?
12	3%	3%	-4%	-10%
13	/	-16%	/	/
14	4%	-4%	-5%	8%
15	-1%&2%	7%&5%	-22%&-6%	-31%&-15%

Not a retest: entries from further up.
entry	Structure	TR SRC2 fluor cs	Tau fluor counter	Tau fibril FP	Tau ThT inhib
2	CCN(CC)S(=O)(=O)c1ccc(C)c(NC(=O)Cn2c(=O)cnc3ccccc32)c1	?	-16%	15%	-6%
3	COc1ccccc1-c1cc(C(=O)NN)[nH]n1	-8%	14%	3%	/
4	CC1(C(=O)O)Sc2[nH]c(=O)sc2C2c3ccccc3OC(=O)C21 (centres undefined)	4%	3%	6%	-9%
5	CSc1ccc(CN2CCN(Cc3ccc([N+](=O)[O-])cc3)CC2)cc1	-1%	-21%	0%	-18%
6	COc1ccc(/C(N)=N/OC(=O)Oc2ccccc2)cc1	1%	3%	6%	-2%
7	CCOCCCNC(=O)C(c1ccc(C)cc1)N1CCOCC1 (centres undefined)	-5%	4%	2%	1%
8	Cc1ccc([N+](=O)[O-])cc1/C=N/Nc1nnnn1-c1ccccc1	-2%	-5%	0%	-4%
9	COc1ccc(C(=O)CC(=O)O)c2c1C=CC(C)(C)O2	1%	6%	8%	4%
10	COc1ccccc1OCC(=O)NCCC1=CCCCC1	1%	7%	7%	-1%
11	N#C/C(=C(/O)COC(=O)c1ccccc1O)c1nc2ccccc2s1	3%	?	5%	?
12	N#CC1=C(N)Oc2n[nH]c(-c3cccs3)c2C1c1cccnc1 (centres undefined)	-3%	-18%	?	?
13	COc1cccc(NC(=O)CCNS(=O)(=O)c2ccc3c(c2)oc(=O)n3C)c1	2%	0%	-2%	2%

entry	aGal spleen mod	TRb-SRC2 inh	L3MBTL1 block	ALDH1A1 inh
2	1%	-3%	3%	?
3	4%	-9%	/	/
4	6%	19%	-10%	?
5	-16%	-2%	-5%	-12%
6	2%	2%	/	7%
7	-1%	-5%	6%	4%
8	6%	0%	/	2%
9	-6%	-20%	2%	-7%
10	-5%	-1%	1%	-5%
11	3%	9%	-5%	?
12	3%	3%	-4%	-10%
13	/	-16%	/	/

Following part:
entry	Structure	TR SRC2 fluor cs	Tau fluor counter	Tau fibril FP	Tau ThT inhib
16	O=C1C=C(N2CCN(C3=CC(=O)CCC3)CC2)CCC1	0%	-26%	?	25µM*
17	CCCCCNC(=O)C1CC(=O)OC12CCCCC2 (centres undefined)	0%[53 µM]	0%	-6%	-7%
18	Cc1nonc1C1CCCN1C(=O)c1cc(COc2ccc(F)cc2Cl)on1 (centres undefined)	0%[53 µM]	-18%	6%	-3%
19	CC(C)(C)n1nnnc1C(c1ccc2ncccc2c1)N1CCC(O)CC1 (centres undefined)	-7%	-4%	3%	-4%
20	CCOC(=O)c1nn(-c2ccc(F)cc2)c(-c2ccccc2)c1C(=O)c1ccccc1	-4%	-22%	-6%	-10%
21	Cc1ccnc(NC(=O)c2ccc3c(c2)S(=O)(=O)c2ccccc2C3=O)c1	-5%	-15%	0%	-9%
22	Cc1ccc(OCC(=O)Nc2ccc3nc(SCC(=O)N4CCCC4)sc3c2)cc1	3%	-17%	8%	?
23	CCCCCc1nc2ccccc2c(=O)n1N	1%	-7%	-10%	-11%
24	Cc1oc2c(CN3CCOCC3)c(O)ccc2c(=O)c1-c1ccccc1	1%	-4%	2%	-6%
25	CCc1cccc(NC(=O)C(NS(=O)(=O)c2ccc3nc(C)sc3c2)C(C)C)c1 (centres undefined)	1%	-8%	0%	1%
26	O=C(CSCCOc1ccccc1)NCc1ccncc1	1%	-15%	-5%	-9%
27	COC(=O)CN1C(=O)CSc2ccc(S(=O)(=O)Nc3ccc(Cl)cc3C)cc21	-1%	-21%	-2%	4%
28	CC(C)(C)NC(=O)NC(=O)COC(=O)c1c(F)cccc1Cl	-4%	-5%	-5%	1%
29	CNC(=O)COC(=O)c1ccc(Cl)c(S(N)(=O)=O)c1	-3%	3%	6%	4%
30	CO[C@@H]1COC(=O)C/C=C\[C@H](C)COC(=O)[C@H](C)NC(=O)C/C=C\[C@H]1C	-21%[11.2 µM]	-6%[11.6 µM]	-9%[11.6 µM]	-5%[11.5 µM]

entry	aGal spleen mod	TRb-SRC2 inh	L3MBTL1 block	ALDH1A1 inh
16	3%	-4%	/	?
17	1%	-3%[53 µM]	5%	14%
18	2%	1%[53 µM]	20%	?
19	-9%	1%	/	2%
20	-10%	-3%	8%	11µM*
21	9%	-8%	/	/
22	/	-5%	/	/
23	2%	14%	1%	-2%
24	2%	3%	2%	?
25	/	4%	/	/
26	-9%	-11%	-4%	-1%
27	/	10%	/	/
28	-1%	3%	2%	-2%
29	5%	-3%	1%	/
30	9%[17.5 µM]	4%[11.2 µM]	/	11%[13.5 µM]

Next compounds.
entry	Structure	TR SRC2 fluor cs	Tau fluor counter	Tau fibril FP	Tau ThT inhib
31	COc1cccc(C(=O)N2CCC(c3nc4ccccc4s3)CC2)c1	4%	-4%	-2%	-7%
32	Cc1c(CC(=O)Nc2ccc(Cl)cc2)sc2ccc(Cl)cc12	2%	-14%	?	15%
33	COc1ccc(CC(=O)Nc2cccc(SC)c2)cc1	-9%	0%	-3%	1%
34	CCC(CC)c1nc(C#N)c(NC(C)c2ccccc2)o1 (centres undefined)	0%	-1%	-7%	3%
35	COc1ccc(CCNC(=O)c2cc3c(C)nccc3[nH]c2=O)cc1OC	-2%	4%	2%	4%
36	CCOC(=O)c1c(NC(=O)C2C3CCC(O3)C2C(=O)O)sc2c1CCC(CC)C2 (centres undefined)	-1%	7%	0%	-7%
37	CC(C)CCN(CC(=O)NC(C)(C)C)C(=O)C(=O)Nc1ccc2c(c1)OCCO2	0%	2%	?	-2%
38	CC(c1ccc(F)cc1)n1cc(C(=O)NCc2ccccn2)nn1 (centres undefined)	-3%	-6%	3%	-1%
39	Cn1c(C(=O)NCc2ccc(F)cc2)cc2c(=O)n(C)c3ccccc3c21	-2%	2%	-3%	8%
40	CCOC(=O)c1c(C)[nH]c(C)c1S(=O)(=O)N(C)CC(=O)Nc1cc(Cl)ccc1OC	-3%	?	5%	-17%
41	N#CCCNc1ccc(OCCC#N)cc1	-3%	4%	2%	-4%
42	C=CCn1c(SCC(=O)c2cc(C)n(C)c2C)nnc1-c1ccncc1	-4%	-4%	-7%	-5%
43	Cn1c(SC/C=C/c2ccccc2)nnc1-c1ccco1	-3%	-4%	3%	?
44	COCCc1nn2c(=O)cc(COC(=O)c3ccco3)nc2s1	2%	8%	3%	-3%
45	CC1CCN(S(=O)(=O)c2ccc(C(=O)N3CCN(c4ccccc4F)CC3)cc2)CC1	-1%[53 µM]	-3%	16%	-11%
46	COC(=O)CCCCC(=O)C1C(=O)CC(C)(C)C(C(=O)OC)C1=O (centres undefined)	0%	0%	5%	1%

entry	aGal spleen mod	TRb-SRC2 inh	L3MBTL1 block	ALDH1A1 inh
31	/	5%	/	/
32	-2%	9%	7%	/
33	8%	-4%	23%	-3%
34	-1%	9%	-9%	3%
35	12%	-5%	/	7%
36	7%	-8%	-11%	-10%
37	0%	-2%	1%	-10%
38	-7%	1%	14%	3%
39	/	-3%	/	/
40	/	-1%	/	/
41	6%	-15%	2%	4%
42	4%	3%	-10%	-1%
43	4%	-6%	-9%	?
44	/	-9%	/	/
45	5%	1%[53 µM]	0%	-3%
46	-4%	-4%	-1%	0%

Rows are unselected; 8.5% or so of the library scored in one or more.
